# H1N1 NS1A inhibition: H1N1 influenza NS1A inhibitors, functional cell based assay (AID 504329); NS1A functional cell-based assay, percent inhibition; higher % means a stronger effect; inhibition, % at 12.5 µM; hits with a dose series show IC50 in µM; 0.3% of 340,000 active; in the data active = a potency from the dose series; inconclusive = inhibition above about 27% without an active follow-up result; note: strong numbers were not always called active
# Salmonella PhoP GFP: PhoP regulon inhibitors, Salmonella typhi PhoP promoter GFP reporter, confirmatory (AID 1850) | Salmonella Typhi PhoP-promoter GFP reporter, fluorescence, 4 h; higher % means a stronger effect | 0.33% of 310,000 active | one-dose inhibition, % at 50 µM; IC50 in µM for titrated hits; in the data active = a potency from the dose series; inconclusive = inhibition mostly from about 25% at the one dose, without a potency; inactive = the rest, 99 in 100 with inhibition below about 19%;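 note: 0% = induced wells with vehicle and 100% = uninduced wells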
# tuberculosis growth: growth inhibition of non-replicating M. tuberculosis (AID 488890); Mycobacterium tuberculosis non-replicating, growth inhibition; higher % means a stronger effect; inhibition, % at 25 µM; hits with a dose series show IC50 in µM; 0.39% of 320,000 active; in the data active = a potency from the dose series; inconclusive = inhibition mostly from about 82% at the one dose, without a potency; inactive = the rest, 99 in 100 with inhibition below about 76%;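 note: plate controls were DMSO cells for no effect and high antibiotic wells for full effect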
# VEEV TC-83 Vero: inhibitors of VEEV TC-83 cytopathic effect, confirmation, Vero cells (AID 588727); one-dose inhibition, % at 20 µM; IC50 in µM for titrated hits; 0.13% of 350,000 active; Vero cells, VEEV TC-83 cytopathic effect inhibition; higher % means a stronger effect; in the data active = a potency from the dose series; inconclusive = inhibition mostly from about 14% at the one dose, without a potency; inactive = the rest, 99 in 100 with inhibition below about 12%; note: strong numbers were not always called active
# M. tuberculosis HTS: M. tuberculosis growth inhibition, HTS (AID 449762); one-dose inhibition, % at 25 µM; IC50 in µM for titrated hits; 0.59% of 330,000 active; M. tuberculosis H37Rv growth inhibition, 7H9 media; higher % means a stronger effect; in the data active = a potency from the dose series; inconclusive = inhibition above about 70% without an active follow-up result;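 note: bacterial growth assessed after seven days of incubation; strong numbers were not always called active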
# VEEV TC-83 Vero 10K pilot screen: second read-out of VEEV TC-83 Vero, no call of its own (marks repeat the call); inhibition, %; measured here: 10K pilot screen inhibition
# Numbers without * were called inactive; i = inactive; ? = inconclusive; . = not tested or not shown.
SMILES,H1N1 NS1A inhibition,Salmonella PhoP GFP,tuberculosis growth,VEEV TC-83 Vero,M. tuberculosis HTS,others
O=C1C2CCCN2C(c2ccc(F)cc2)N1c1nccs1 (stereo unspecified),1.0%,-6.2%,-15.8%,2.1%,0.2%,
CCOC(=O)c1sc(N(Cc2ccccc2)C(=O)CSc2ncn[nH]2)nc1C,5.4%,-3.8%,35.9%,6.8%,14.1%,
CCOC(=O)c1sc(=S)n(-c2ccccc2)c1N(C(C)=O)C(C)=O,-6.1%,-4.3%,2.8%,0.2%,1.6%,
Cc1ccc(OCC(=O)Nn2c(C)nc3ccccc3c2=O)c(C(C)C)c1,-5.6%,-5.5%,0.7%,i,-6.6%,
O=C(Nc1ccc(Cl)cc1)Nc1nnc(SCc2ccc(Cl)cc2)s1,-7.1%,1.9%,15.6%,0.4%,9.8%,
CCN1CCN(c2nc3c(c(=O)[nH]c(=O)n3C)n2CCCc2ccccc2)CC1,11.7%,-4.1%,-4.5%,1.0%,-0.2%,
Cn1ccnc1C(=O)c1ccccc1Cl,-4.0%,-1.8%,-0.3%,i,-0.9%,
Cc1ccccc1NC(=O)c1ccc(F)c(S(=O)(=O)NCC2CCCO2)c1 (stereo unspecified),-3.3%,1.8%,4.0%,0.1%,3.2%,
C1CCCN(C2CCNCC2)CC1,0.8%,-3.5%,-19.5%,i,-2.7%,
Cc1nn(-c2ccccc2)c(Cl)c1C(=O)OCC(=O)NCCc1ccccc1,0.1%,1.6%,44.7%,6.0%,3.6%,
O=C(Nc1nc(-c2ccccn2)cs1)c1ccc(Cl)s1,12.2%,33.2µM*,.,9.3%,?,
COc1ccc(C)cc1S(=O)(=O)N1CCC(C(=O)NC2CCCC2)CC1,-4.0%,-1.2%,-10.0%,2.2%,-3.7%,
CC(=O)Nc1sc2c(c1C(c1ccccn1)N1CCCC1)CCCC2 (stereo unspecified),9.4%,-2.6%,4.3%,1.1%,6.8%,
CN1CCN(C(=O)Nc2cccc3ccccc23)CC1,-2.7%,9.1%,-11.7%,1.6%,3.5%,
CC(/C=N/NC(=O)c1nn(C)c(C)c1Br)=C\c1ccccc1,-1.4%,4.6%,2.2%,1.3%,-5.8%,
O=C(Nc1ccncc1)C1CC(=O)N(Cc2ccccc2)C1 (stereo unspecified),-0.9%,.,.,1.6%,.,
COCCCNC(=O)C[C@H]1C[C@H](C(=O)N2CCCCC2)[C@@]2(CCc3ccccc3)c3[nH]c4cc(CCC(=O)N(C)C)ccc4c3CCN2C1=O,5.7%,.,.,i,.,
C/C(=N/OC(=O)c1ccccc1Br)c1ccc(C)cc1,-5.6%,-0.1%,?,0.4%,?,
Cc1nn(CCCC(=O)NCc2ccccc2)c(C)c1[N+](=O)[O-],-3.3%,-1.3%,-13.3%,0.8%,-5.8%,
O=S(=O)(Cc1ccccc1)C(CCCc1ccccc1)S(=O)(=O)Cc1ccccc1,7.2%,.,.,0.6%,.,
O=S(=O)([N-]c1nc2ccccc2nc1-[n+]1ccc(Cc2ccccc2)cc1)c1ccc(Br)s1,7.4%,9.0%,?,i,50.4%,
O=C(O)CCC(=O)NCc1ccc(F)cc1,-5.6%,-9.6%,1.9%,3.3%,4.2%,
CCCN(CC(=O)Nc1ccccc1C)C(=O)CCCc1c[nH]c2ccccc12,-19.9%,.,15.2%,1.1%,-0.9%,
Cc1oc(-c2cccs2)nc1CSCC(=O)NC1CC1,0.3%,0.9%,-3.7%,1.3%,1.8%,
CSc1ccccc1C(=O)NCC(c1ccco1)N1CCCCC1 (stereo unspecified),-6.8%,4.6%,-24.6%,0.2%,-0.4%,

# Later entries
SMILES,H1N1 NS1A inhibition,Salmonella PhoP GFP,tuberculosis growth,VEEV TC-83 Vero,M. tuberculosis HTS,others
COc1cc(C(=O)Nc2cc3c(cc2N2CCCCC2)n(C)c(=O)n3C)cc(OC)c1OC,8.8%,4.4%,7.5%,7.8%,5.9%,
Cc1ccc(Nc2ncnc3c2cnn3C)cc1,4.2%,-12.8%,5.4%,1.3%,3.8%,
COc1cccc2sc(N(C)c3ccccc3)nc12,-2.1%,2.1%,28.7%,4.7%,5.0%,VEEV TC-83 Vero 10K pilot screen=3.7
COc1ccc(OC)c(NC(=O)CCC(=O)Nc2nnc(C(C)C)s2)c1,7.2%,-7.3%,3.4%,1.8%,-1.8%,
O=S(=O)(NCCO)c1ccc2c(c1)Cc1cc(S(=O)(=O)NCCO)ccc1-2,-5.9%,1.6%,0.7%,1.2%,1.2%,
Cc1ccccc1Cc1c(C)nc2c(C(=O)NCc3ccco3)cnn2c1C,28.6%,-12.6%,29.6%,i,-1.6%,
CCOc1cccc(C(=O)N2CCCN(C)CC2)c1,-1.6%,-7.0%,2.1%,0.1%,-4.1%,
Cc1cc2c3c(c1)C1(SCC(=O)N1c1ccc(F)cc1)C(=O)N3C(C)(C)CC2C (stereo unspecified),9.6%,-1.6%,.,i,.,
O=S(=O)(c1ccc(F)cc1)N1CCN(CCc2ccccc2)CC1,-5.1%,10.2%,-6.7%,0.1%,4.9%,
COc1ccc(O)c(C(=O)c2cnc3c(c2)c(C)nn3CCO)c1,-22.3%,7.8%,-10.1%,0.9%,4.3%,
Clc1cccc(Oc2cnns2)c1Cl,4.2%,4.2%,14.0%,i,3.0%,
CCN(CC)CCCN(Cc1cc2cc3c(cc2[nH]c1=O)OCO3)C(=S)Nc1ccc(OC)cc1,-4.8%,1.8%,8.1%,2.6%,-5.4%,
CC(=O)Nc1ccc(NS(=O)(=O)c2ccc(Cl)c(C(=O)O)c2)cc1,-18.1%,-7.7%,4.5%,0.5%,1.7%,
O=C1NCC(c2ccccc2)(c2ccccc2)C(=O)N1,-2.6%,.,.,0.7%,.,
NC(=O)C1CCN(/C=C2\C(=O)NC(=O)N(Cc3ccco3)C2=O)CC1,-5.4%,-6.2%,-4.9%,0.9%,-1.2%,
O=C(Cc1ccc(Cl)cc1Cl)NCC1(N2CCOCC2)CCCCC1,2.3%,4.5%,-0.8%,0.4%,-12.0%,
COC(=O)C1=CN(CC2CCCO2)C=C(C(=O)OC)C1c1ccsc1 (stereo unspecified),2.9%,-5.2%,0.8%,i,2.0%,
COc1cccc(C(=O)C2CCCN(Cc3cccc(C)n3)C2)c1 (stereo unspecified),-13.6%,-4.0%,.,1.8%,?,
Cc1ccc2nc(NC(=O)c3cc(-c4ccco4)nc4ccccc34)sc2c1,-0.5%,-7.2%,17.1%,12.0%,2.9%,
Cc1ccccc1OCCCSc1nc2ccccc2[nH]1,-10.2%,-6.7%,78.0%,i,3.3%,VEEV TC-83 Vero 10K pilot screen=3.8
CCCCn1c(/C=N/Nc2nc3ccccc3[nH]2)nc2ccccc21,-6.1%,-0.6%,?,2.8%,?,
COc1ccc(Oc2nc(-c3ccncc3)nc3ccccc23)cc1,.,7.7%,19.2%,1.8%,-2.4%,
Cc1ccc(NC(=O)CSCC(=O)NCc2cccc(C(F)(F)F)c2)cc1,-6.2%,6.1%,?,3.9%,24.2%,
Cc1nc2ccccc2c(=O)n1NC(=O)c1ccco1,4.3%,5.0%,-8.6%,0.5%,-14.1%,
CC1CCN(C(=O)CN2C(=O)c3cccc4cccc(c34)C2=O)CC1,2.9%,5.8%,-11.7%,1.2%,-14.1%,

# Next part:
SMILES,H1N1 NS1A inhibition,Salmonella PhoP GFP,tuberculosis growth,VEEV TC-83 Vero,M. tuberculosis HTS,others
O=[N+]([O-])c1ccccc1-c1ccc(C(=S)N2CCCCC2)o1,22.8%,-5.6%,29.8%,4.4%,14.9%,
CC(c1ccco1)N(C(=O)c1ccccc1NS(=O)(=O)c1ccc(Cl)c([N+](=O)[O-])c1)c1ccccn1 (stereo unspecified),2.1%,1.4%,34.4%,0.1%,8.5%,VEEV TC-83 Vero 10K pilot screen=0.0
O=C(Nc1ccc(S(=O)(=O)N2CCCC2)cc1)C1CC(=O)N(c2ccc(F)cc2)C1 (stereo unspecified),0.2%,-10.8%,-7.3%,4.7%,13.6%,
Cn1cc([N+](=O)[O-])c(C(=O)Nc2ccc(Br)cn2)n1,-10.0%,-5.6%,12.9%,9.3%,-4.7%,
CC(C)(C)n1nnnc1C(c1cccs1)N1CCN(Cc2ccccc2)CC1 (stereo unspecified),3.0%,-13.3%,5.6%,0.1%,-3.9%,
COCC(C)NC(=O)COc1nncc2ccccc12 (stereo unspecified),-6.8%,0.0%,-16.4%,i,-10.6%,
COc1ccc(CN2CCN(S(=O)(=O)c3ccc(C)cc3)CC2)cc1Br,-1.3%,2.7%,11.1%,i,9.7%,
CC[N+]1(CC)CC2=Cc3c(ccc4ccccc34)CC2C1 (stereo unspecified),-16.5%,4.9%,6.5%,4.1%,-4.7%,
CC(C)(C)c1ccccc1OCCOCCSc1ncccn1,2.7%,2.6%,23.2%,2.0%,16.2%,
O=C(/C=C/c1cccc([N+](=O)[O-])c1)NC1CC2CCC1C2 (stereo unspecified),-3.7%,4.3%,45.2%,0.9%,?,
Cc1occc1C(=O)Nc1c(Cl)cccc1Cl,-1.4%,-10.5%,5.8%,0.2%,-4.4%,
COc1ccc2c(c1OC)C(=O)N1C2SC(C)(C)[C@H]1C(=O)NCCCOC(C)C (stereo partly specified),-6.5%,-5.9%,-19.2%,0.7%,-4.2%,
Cc1ccc(C(=O)Oc2ccc(C(=O)COC(=O)c3cnccn3)cc2)cc1,1.4%,4.3%,57.0%,4.1%,5.0%,
Cc1nc2ccccc2c2c1CC(C)S2 (stereo unspecified),-14.8%,-3.1%,3.2%,i,2.5%,
O=C(NCc1ccc2c3c(cccc13)C(=O)N2)c1cccs1,-8.5%,.,.,1.5%,.,
CC(=O)NC(NC(C)=O)c1ccc(N(C)C)cc1,1.0%,-9.6%,1.9%,2.6%,0.2%,
Cc1noc(C)c1C(=O)Nc1sc2c(c1C(N)=O)CCC2,6.0%,4.0%,1.3%,1.6%,3.2%,
Cc1c(C(=O)OCCN2CCCCC2)oc2ccccc12,-2.6%,-1.8%,-10.2%,i,-1.1%,
COc1ccc(CN(CC2CCCO2)C(=O)CN2C(=O)C(C)Oc3ccc(C)cc32)cc1OC (stereo unspecified),-4.0%,-0.5%,6.6%,6.1%,-9.2%,
COc1cc(S(=O)(=O)N2CCN(C)CC2)c(OC)cc1Br,0.6%,1.9%,5.7%,0.3%,6.5%,
CCOc1ccccc1NC(=O)C1CCN(S(=O)(=O)c2cccc3cccnc23)CC1,-0.1%,14.7%,.,9.8%,-6.1%,

# Grouped by structure: the entries above containing two or more sulfur atoms (8)
SMILES,H1N1 NS1A inhibition,Salmonella PhoP GFP,tuberculosis growth,VEEV TC-83 Vero,M. tuberculosis HTS,others
CCOC(=O)c1sc(N(Cc2ccccc2)C(=O)CSc2ncn[nH]2)nc1C,5.4%,-3.8%,35.9%,6.8%,14.1%,
CCOC(=O)c1sc(=S)n(-c2ccccc2)c1N(C(C)=O)C(C)=O,-6.1%,-4.3%,2.8%,0.2%,1.6%,
O=C(Nc1ccc(Cl)cc1)Nc1nnc(SCc2ccc(Cl)cc2)s1,-7.1%,1.9%,15.6%,0.4%,9.8%,
O=C(Nc1nc(-c2ccccn2)cs1)c1ccc(Cl)s1,12.2%,33.2µM*,.,9.3%,?,
O=S(=O)(Cc1ccccc1)C(CCCc1ccccc1)S(=O)(=O)Cc1ccccc1,7.2%,.,.,0.6%,.,
O=S(=O)([N-]c1nc2ccccc2nc1-[n+]1ccc(Cc2ccccc2)cc1)c1ccc(Br)s1,7.4%,9.0%,?,i,50.4%,
Cc1oc(-c2cccs2)nc1CSCC(=O)NC1CC1,0.3%,0.9%,-3.7%,1.3%,1.8%,
O=S(=O)(NCCO)c1ccc2c(c1)Cc1cc(S(=O)(=O)NCCO)ccc1-2,-5.9%,1.6%,0.7%,1.2%,1.2%,

# Screens as filed in PubChem.
